PNC inhibitor = High Content Assay for Compounds that inhibit the Assembly of the Perinucleolar Compartment | AID 2417, 2010 | hit rate 3.1% among 140,000 | PC3M PTB-GFP, PNC prevalence imaging, 16 h; stronger effect = lower value | activity change (PNC), negative = inhibition, % at 10 µM;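 active = readout at or below -70, meaning at least 70% loss of cells showing the perinucleolar compartment, a nuclear body marking cancer cells; inconclusive = readout between -30 and a set limit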;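 also: plate controls were DMSO wells for no effect and camptothecin positive control wells for full effect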
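Compounds are pinned in duplicate onto adhered PC3M cells stably expressing GFP-tagged PTB and incubated 16 h at 37 C. Cells are then fixed, nuclei stained with Hoechst, and PNC-positive cells counted.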
IMPase inh = qHTS Assay for Identifying the Cell-Membrane Permeable IMPase Inhibitors; inhibition (IP1 accumulation), % at 46.1 µM; CHO-M1 cells, IP1 accumulation, HTRF TR-FRET ratio; 120,000 tested, under 10 active; Inositol monophosphatase 1 (Rattus norvegicus), P97697; active = well fitted curve in the direction sought with a large enough effect in the signal ratio, not every such curve was filed as active; inconclusive = small, poorly fitted or top-dose-only effect, or a change in a side signal; inactive = no such curve, though single readings can be large or run the other way; the % refers to the signal ratio;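 also: cells stimulated with carbachol in lithium chloride buffer; plate controls were DMSO basal wells for no effect and reference inhibitor wells for full effect; higher means more IMPase inhibition seen as more IP1 and lower FRET ratio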
Target sequence (P97697 whole entry, looked up): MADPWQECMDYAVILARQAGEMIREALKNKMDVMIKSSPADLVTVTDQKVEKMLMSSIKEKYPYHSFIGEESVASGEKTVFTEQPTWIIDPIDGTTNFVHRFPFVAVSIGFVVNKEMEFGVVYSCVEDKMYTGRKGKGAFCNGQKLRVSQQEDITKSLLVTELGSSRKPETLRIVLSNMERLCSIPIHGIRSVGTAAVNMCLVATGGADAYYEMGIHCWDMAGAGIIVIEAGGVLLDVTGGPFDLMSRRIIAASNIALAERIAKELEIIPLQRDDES
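The IP-One HTRF competitive assay in carbachol-stimulated CHO-M1 cells quantifies cellular IP1. Compounds spanned up to 46 uM final, and activity is expressed as AC50 from concentration-response fits of the ratio and donor data.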
ALOX15B inhib = qHTS Assay for Inhibitors of 15-hLO-2 (15-human lipoxygenase 2). AID 881, 2007. purified 15hLO-2, xylenol orange hydroperoxide absorbance. Potency, µM (top dose mostly 57.1 µM), for the others: top-dose activity change, negative = inhibition, most hits filed as inhibitors. hit rate 0.56% among 110,000; also: potency is read from the fitted curve at half-maximal effect; nearly all actives have a fitted effect of over 60% in size; many of its hits are not listed in these tables
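Purified human 15hLO-2 (50 nM) preincubated 15 min with compound, then 45 uM arachidonic acid for 90 min at RT in 25 mM Hepes pH 7.5, 0.01% Triton X-100. Hydroperoxide detected by Fe-xylenol orange; 573/405 nm absorbance ratio.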
ALOX12 inhib = qHTS Assay for Inhibitors of 12-hLO (12-human lipoxygenase); hit rate 0.12% among 150,000; Potency, µM (series often up to 57.1 µM), for inactives: top-dose activity change, negative = inhibition, actives largely listed as inhibitors; AID 1452, 2008; Polyunsaturated fatty acid lipoxygenase ALOX12 (Homo sapiens), P18054; purified 12-hLO, xylenol orange hydroperoxide absorbance; also: potency is read from the fitted curve at half-maximal effect; nearly all actives have a fitted effect of over 55% in size; many of its hits are not listed in these tables
Target sequence (P18054 whole entry, looked up): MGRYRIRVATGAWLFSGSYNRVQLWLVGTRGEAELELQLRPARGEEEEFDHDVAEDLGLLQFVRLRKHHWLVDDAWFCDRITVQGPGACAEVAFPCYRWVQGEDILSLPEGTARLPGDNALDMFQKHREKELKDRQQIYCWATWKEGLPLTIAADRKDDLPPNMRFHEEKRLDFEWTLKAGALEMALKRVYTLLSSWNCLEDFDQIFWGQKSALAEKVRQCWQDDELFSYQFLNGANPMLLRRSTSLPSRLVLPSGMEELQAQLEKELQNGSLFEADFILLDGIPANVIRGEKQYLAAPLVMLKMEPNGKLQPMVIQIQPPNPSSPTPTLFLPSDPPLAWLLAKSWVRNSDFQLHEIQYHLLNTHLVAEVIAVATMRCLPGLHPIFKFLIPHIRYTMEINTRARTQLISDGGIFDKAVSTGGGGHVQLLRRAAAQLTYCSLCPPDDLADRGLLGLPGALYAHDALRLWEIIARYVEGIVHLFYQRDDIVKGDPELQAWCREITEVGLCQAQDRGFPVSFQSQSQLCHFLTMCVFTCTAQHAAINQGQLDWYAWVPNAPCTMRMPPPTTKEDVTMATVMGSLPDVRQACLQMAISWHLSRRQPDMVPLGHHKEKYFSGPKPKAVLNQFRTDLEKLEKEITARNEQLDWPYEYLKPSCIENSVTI
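Purified human 12hLO (150 nM final) was preincubated with compounds for 15 min at room temperature in 25 mM Hepes pH 7.0, 0.01% Triton X-100, then reacted with 40 uM arachidonic acid for 30 min. Hydroperoxide was detected with ferrous iron/xylenol orange.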
An asterisk follows results filed as active; ? = inconclusive; . = no result given; [ ] = dose if it differs, or a comment. Unless noted, calls follow the shape of the dose curve; as a rule, active = well fitted curve in the direction sought with a large enough effect; inconclusive = small, poorly fitted or top-dose-only effect, or another doubt; inactive = no such curve, though single readings can be large; an effect the other way counts as inactive or inconclusive. Unless noted, % is scaled to controls: 0 for no effect and ±100 for the full control effect.

Values run as follows: PNC inhibitor, IMPase inh, ALOX15B inhib, ALOX12 inhib
CC(C)CCNC(=O)c1cc([N+](=O)[O-])ccc1N1CCOCC1
→ 34, -1, ., -1%
CCn1c(CNc2ccc(F)cc2)nnc1SCC(=O)Nc1ccccc1OC
→ 39, 2, ., -4%
O=C(c1ccc(CS(=O)(=O)c2cccc(C(F)(F)F)c2)o1)N1CCN(c2ccccn2)CC1
→ 17, ?, -2%, -6%
COc1ccc(NC(=S)NCCc2c[nH]c3ccc(OC)cc23)c(OC)c1
→ 47, 9, ?, -22%
Cc1ccc(-c2nc(N/N=C/c3ccncc3)c3ccccc3n2)cc1
→ -83*, 11, 13%, -16%
O=c1cc(-c2ccccc2)[nH]n1-c1nc2ccccc2s1
→ 1, -9, -6%, -6%
Cn1c(SCC(=O)Nc2ccccc2F)nnc1-c1ccc(S(=O)(=O)N2CCOCC2)cc1
→ ?, -4, -3%, 1%
Cn1cc(Br)cc2nc(C(F)(F)F)nc1-2
→ 8, 6, 3%, 2%
Cc1ccc(-c2cccc(-c3cc(=O)oc4ccc(C(C)(C)C)cc34)c2)cc1
→ ., ., 8%[0.0915 µM], 3%[0.00818 µM]
O=c1c2ccccc2sc2c(CO)ccc(NCCN3CCCCC3)c12
→ ., ., 3%[11.4 µM], -2%[11.4 µM]
CCOc1ccccc1N1CCN(C(=O)c2ccncc2)CC1
→ ?, 10, 6%, -3%
O=C1CCc2cc(S(=O)(=O)NC(Cc3ccccc3)C(=O)NC3CCCC3)ccc2N1 (stereo not given)
→ 42, 3, 2%, -2%
CC(C)CC(NC(=O)C1CCC(C)CC1)C(=O)Nc1ccccn1 (stereo not given)
→ 8, 2, -2%, -7%
CN(C)c1ccc(CN2CCCCCC2)cc1
→ 38, 17, 12%, 4%
COc1ccc(-c2nnn(CCc3nn[nH]n3)n2)cc1OC
→ 13, -13, -2%, 0%
O=C(CN1CCOc2ccccc21)NCc1ccccc1
→ 27, ., ., 2%
Cc1cc2ncn(CCOc3ccccc3C#N)c2cc1C
→ ?, -3, 13%[2.29 µM], -1%
COC(=O)C(C)NC(=O)c1ccc(C(C)(C)C)cc1 (stereo not given)
→ ?, ., ., -1%
COc1cccc(C(=O)N(CN2CCCC2=O)c2cccc(Cl)c2)c1
→ 72, -1, -6%, 2%
COC(=O)Nc1ccc2ncn(C)c(=O)c2c1
→ -25, -2, -7%, 4%
COc1cc(S(=O)(=O)NC2CCCC2)ccc1F
→ 18, 0, 0%, 15%
Cc1ccc(/C([O-])=C(/C(=S)NCc2ccco2)[n+]2ccccc2)cc1
→ 18, 1, -12%, -7%
CC(C)(C)c1ccc(C(=O)NCc2ccc(Cl)cc2)cc1
→ -7, 0, 4%, -8%
C[N+]1(CCCCC[N+]2(C)CCCC2)CCCC1
→ ., -5[20.6 µM], 0%, -3%
Cc1onc(-c2c(Cl)cccc2Cl)c1C(=O)Nc1c(C)n(C)n(-c2ccccc2)c1=O
→ 5, 14, -5%, -3%
COc1ccc(CCNC(=O)C23CN(Cc4ccccc4)CC2C(c2cccc([N+](=O)[O-])c2)=NO3)cc1 (stereo not given)
→ -19, 13, 9%, -1%
CC1=Nn2c(nnc2-c2ccccc2Cl)SC1
→ 20, -8, 2%, -2%
CCOC(=O)c1c(NC(=O)CSc2nc3nc(C)cc(C)n3n2)sc(CC)c1C
→ ?, ., ., -4%
COc1cc2c(C#N)c(N3CCc4ccccc4C3)nc(N)c2c(N)n1
→ -24, -15, 1%[2.29 µM], -3%
NS(=O)(=O)c1ccc(NC(=O)NC2CCCCC2)cc1
→ 31, -6, -8%, 3%

Entries of single compounds as entered above. Screens in order: PNC inhibitor | IMPase inh | ALOX15B inhib | ALOX12 inhib
Shown for COc1cc(S(=O)(=O)NC2CCCC2)ccc1F : 18 | 0 | 0% | 15%
Shown for O=C(c1ccc(CS(=O)(=O)c2cccc(C(F)(F)F)c2)o1)N1CCN(c2ccccn2)CC1 : 17 | ? | -2% | -6%
Shown for C[N+]1(CCCCC[N+]2(C)CCCC2)CCCC1 : . | -5[20.6 µM] | 0% | -3%
Shown for O=C(CN1CCOc2ccccc21)NCc1ccccc1 : 27 | . | . | 2%
Shown for CCOC(=O)c1c(NC(=O)CSc2nc3nc(C)cc(C)n3n2)sc(CC)c1C : ? | . | . | -4%

Ordered by value in ALOX12 inhib (ascending): five from the list above.
Molecule | PNC inhibitor | IMPase inh | ALOX15B inhib | ALOX12 inhib
COc1ccc(NC(=S)NCCc2c[nH]c3ccc(OC)cc23)c(OC)c1 | 47 | 9 | ? | -22%
CC(C)(C)c1ccc(C(=O)NCc2ccc(Cl)cc2)cc1 | -7 | 0 | 4% | -8%
CC(C)CC(NC(=O)C1CCC(C)CC1)C(=O)Nc1ccccn1 (stereo not given) | 8 | 2 | -2% | -7%
NS(=O)(=O)c1ccc(NC(=O)NC2CCCCC2)cc1 | 31 | -6 | -8% | 3%
CN(C)c1ccc(CN2CCCCCC2)cc1 | 38 | 17 | 12% | 4%

Next part.
Values run as follows: PNC inhibitor, IMPase inh, ALOX15B inhib, ALOX12 inhib
COc1cc(C(=O)N2CCCc3ccccc32)cc(OC)c1OC
→ 31, 6, ., 5%
COc1ccc(C(=O)NC2CCN(CC(=O)Nc3cccc(C)c3)CC2)cc1OC
→ ?, ?, ., -4%
COc1ccc(-c2cc(-c3n[nH]c(=S)n3-c3ccccc3OC)[nH]n2)cc1
→ 47, ., ., -5%
O=C(O)C(CCCCN1C(=O)C2C3C=CC(C3)C2C1=O)N1C(=O)C2C3C=CC(C3)C2C1=O (stereo not given)
→ 39, -1, 2%, -5%
O=C(C1Cc2ccccc2CN1S(=O)(=O)c1cccs1)N1CCCCC1 (stereo not given)
→ ?, 12, -4%, 4%
COc1ccc(/C=C2\SC(=O)N(CC(=O)NNC(=O)c3ccccc3O)C2=O)cc1OC
→ 15, ., ., 4%
COC(=O)c1cc2c(C)c(C)c3ccccn3c-2c1C(=O)OC
→ ?, -30, 3%, 1%
O=C1COc2ccc(C(=O)CSc3nnc(-c4cccs4)n3Cc3ccccc3)cc2N1
→ -29, 3, -14%, 0%
C(=C\c1nc(-c2ccccc2)no1)/c1ccccc1
→ 11, -3, ., 4%
CCOC(=O)c1ccc(NC(=O)CN2C(=O)CSC(C)C2=O)cc1 (stereo not given)
→ -18, ., ., -1%
O=C(C[n+]1cc(-c2ccccc2)n2c1CCC2)N1c2ccccc2Sc2ccccc21
→ -119*, 22, ., 0%
COCCN(C(=O)Cn1nnc2ccccc21)C(C(=O)NC1CCCC1)c1ccc(OC)cc1OC (stereo not given)
→ -88*, ?, ., 2%
C/C(Cl)=C/CSc1nc2c(c(=O)[nH]c(=O)n2C)n1C(C)C
→ 24, -2, -10%, -5%
O=C(Nc1ccc(N2CCOCC2)c(Cl)c1)c1cc(F)c(F)cc1Cl
→ -8, 4, -3%, 1%
CCCNC(=O)c1c(N)n(-c2ccc3c(c2)OCO3)c2nc3ccccc3nc12
→ -21, 0, -14%, -7%
CCc1ccc(S(=O)(=O)NC(CC(=O)O)c2ccccc2)cc1 (stereo not given)
→ ?, 0, -1%, 4%
CCOC(=O)C1CCN(CCC(=O)Nc2ccccc2)CC1
→ ?, 3, ., 2%
COc1cccc(C(=O)N/N=C2\SCC(=O)N2Cc2ccc3c(c2)OCO3)c1
→ -16, 2[1.84 µM], -2%[11.4 µM], -2%
Cc1nc(CN2CCOCC2)cc(=O)[nH]1
→ ?, -11[1.84 µM], 3%[11.4 µM], 3%
CCOC(=O)C1CCN(C(=O)CN(c2cccc(OC)c2)S(=O)(=O)c2ccccc2)CC1
→ -10, -3, 2%, 0%
COc1cc(OC)cc(-n2nc(C(=O)N3CC(C)CC(C)C3)c3ccccc3c2=O)c1 (stereo not given)
→ 53, -2, ., 6%
Cc1ccc(S(=O)(=O)CCC(=O)OCc2ccc(Cl)c(Cl)c2)cc1
→ -112*, -9, ., -8%
COc1ccccc1C(=O)Nc1ccc(NC(=O)c2ccco2)c(C)c1
→ ?, 6, 8%, 4%
COC(=O)c1cc2ccsc2n1Cc1nc(-c2ccc(Cl)cc2)oc1C
→ -22, 11, 11%, 1%
O=C(N/N=C/C=C/c1ccccc1)c1cnccn1
→ 10, -3, 9%, -1%
Cc1ccc(CSc2nnc(-c3cccc(S(=O)(=O)N4CCOCC4)c3)n2C2CCCC2)cc1
→ 99, ., ., 1%
COc1nc2ccc(C)cc2cc1-c1noc(-c2cccnc2)n1
→ ?, -3, -6%, 0%
Cc1cc(C)n(-c2nnc(C)c(=O)[nH]2)n1
→ ?, 4, -9%, -1%
CCn1c(NCc2ccc3c(c2)OCO3)nc2ccccc21
→ 66, -13, 28%, 5%
COCCn1c(C(=O)N2CCCC2)cc2c1C[C@H]1CN(C(=O)c3ccccc3)[C@@](Cc3ccccc3)(C(=O)OC)[C@@H]21
→ ., ., -1%, 3%
Cc1ccc(S(=O)(=O)N(C)c2ccc(NS(C)(=O)=O)cc2)cc1
→ -14, 17, 9%, -10%
Cn1c(=O)c2c(SCC(=O)c3ccccc3)nc(C3CC3)nc2n(C)c1=O
→ 52, -9, -1%, 4%
Cc1ccc(CNC(=O)Cc2ccc(-c3ccccc3)cc2)cc1
→ -14, 5, -4%, 6%
Cc1ccc(OCCOc2cccc(Br)c2)c([N+](=O)[O-])n1
→ 10, ., ., -2%
O=C(Nc1ccccc1C(=O)NC(Cc1c[nH]c2ccccc12)C(=O)O)c1ccco1 (stereo not given)
→ 22, 0, -13%, -11%
CCCc1nnc(SCC(=O)N2C(C)CCCC2C)n1CCCOC (stereo not given)
→ 47, -1, 3%, 5%
COc1ccc(C2CC(c3ccccc3)=NN2C(=O)COC(=O)c2cccnc2Cl)cc1 (stereo not given)
→ -26, 5, ., -3%
Cc1c(NC(=O)C2CCCN2S(=O)(=O)c2ccccc2)c(=O)n(-c2ccccc2)n1C (stereo not given)
→ 10, 0, -1%, -2%
COC(=O)c1ccc(C)c(NC(=O)CCSc2ccccc2)c1
→ ?, -2, -7%, -2%
CC1CCCCN1CC(=O)Nc1sc2c(c1C#N)CCC2 (stereo not given)
→ 13, -4, -15%, -15%
Cc1cccc(CSc2nnc(N)n2-c2ccccc2)c1
→ 14, -2, ., 2%
CCN(CC)c1ccc(/C=N/N(c2ccccc2)c2ccccc2)c(O)c1
→ -7, 5, ., -3%
CCCOc1ccc(C2c3c(oc4cc(C)c(C)cc4c3=O)C(=O)N2CCCN(C)C)cc1OCC (stereo not given)
→ 31, ., ., -5%
O=C(COc1ccc(Cl)cc1)Nc1ccccc1C(=O)NCc1ccco1
→ -21, 16, 3%, -9%
CCOC(=O)N1CCN(S(=O)(=O)c2cc(OCC(=O)NC3CCCCC3)c(C)cc2Cl)CC1
→ 4, 10, -2%, -4%
COC(=O)C1CCN(C(=O)c2ccc(Cl)c(S(=O)(=O)NCc3cccnc3)c2)CC1
→ -10, -3, 2%, 5%
COc1ccc(Cl)cc1NC(=O)CN1CCC(n2nnc3cc(C)ccc32)CC1
→ -5, 2, 8%, 3%
C=CCn1c(SCC(=O)Nc2nc(C)cs2)nnc1C(CO)NC(=O)c1ccccc1 (stereo not given)
→ 13, -1, 1%, 1%
CC(C)C(C(=O)Nc1ccc2c(c1)OCO2)N1C(=O)c2ccccc2C1=O (stereo not given)
→ -7, 2, -3%, -7%
Cc1ccc(NC(=O)C2CCN(S(C)(=O)=O)CC2)cc1
→ 26, -1, 2%, 6%
CC(O)c1n(C)c(Cl)c[n+]1C (stereo not given)
→ ?, -5, -22%, 0%

From PubChem BioAssay

Some of the compounds tested. The share of hits here may be higher or lower than overall.
